Screening data: PubChem, several laboratories
HMGR II inh = inhibitors of class II HMG-CoA reductase from Enterococcus faecalis; purified E. faecalis HMGR, NADPH absorbance 340 nm kinetic; inhibition, % at 10 µM; 190,000 compounds, 0.41% hits;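 active means inhibition above a set limit, the median over all tested compounds plus 3 SD, cut at about 9.5% in these data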;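 further: enzyme runs in reverse so mevalonate oxidation gives rising NADPH absorbance; 0% = complete reaction with DMSO and 100% = background rate lacking mevalonate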
APP 5UTR inh = APP translation inhibition; inhibition, % at 2 µM; SH-SY5Y APP 5'UTR-luciferase reporter, luminescence; 190,000 compounds, 0.82% hits; AID 1285;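 active means inhibition above a set limit, derived from the sample mean plus 3 SD, cut at about 45% in these data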; further: values of inactives mirror those of a sister screen read the other way
G6PDH counter = L. mesenteroides G6PDH inhibition counter-screen | inhibition, % at 5 µM | 200,000 compounds, 0.12% hits | Purified L. mesenteroides G6PDH, diaphorase/resazurin coupled fluorescence, 45 min | AID 1020; in the data active means inhibition above about 50%
FLuc act counter = affects firefly luciferase, flagging false hits in luciferase stimulation screens; AID 1027; P08659; activation factor at 10 µM; 200,000 tested, under 10 active; ATPlite luciferase biochemical, luminescence, 10 min; 0 = ATP-free wells, 1 = DMSO control;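 active means luciferase activation factor, scaled between plate controls, of at least 2 with compound at 10 µM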
Target sequence (P08659 whole entry, looked up): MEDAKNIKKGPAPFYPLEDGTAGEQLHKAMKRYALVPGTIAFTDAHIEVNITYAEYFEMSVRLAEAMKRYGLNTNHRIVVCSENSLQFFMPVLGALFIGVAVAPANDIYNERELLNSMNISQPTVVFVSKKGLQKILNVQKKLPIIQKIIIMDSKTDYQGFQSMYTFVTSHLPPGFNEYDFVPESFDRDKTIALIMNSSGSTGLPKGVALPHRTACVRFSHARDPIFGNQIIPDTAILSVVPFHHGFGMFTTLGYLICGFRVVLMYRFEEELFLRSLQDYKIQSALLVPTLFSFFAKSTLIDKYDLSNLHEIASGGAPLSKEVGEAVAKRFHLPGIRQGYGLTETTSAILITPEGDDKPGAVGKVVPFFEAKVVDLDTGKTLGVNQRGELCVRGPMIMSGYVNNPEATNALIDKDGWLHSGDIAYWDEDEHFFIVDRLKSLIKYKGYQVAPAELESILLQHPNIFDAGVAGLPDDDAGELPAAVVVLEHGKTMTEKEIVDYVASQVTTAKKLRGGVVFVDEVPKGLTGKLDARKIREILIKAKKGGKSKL
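Assay system: Luciferase/luciferin detection reagent, cell-free biochemical luciferase assay / Read-out: luciferase activation / Benchmarks: No-ATP low control, compound-free enzyme-plus-ATP high control / Medium: PBS buffer for ATP / Detection: luminescence measurement of luciferase light output / Schedule: 10 min at ambient temperature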
Redox H2O2 prof = compounds producing H2O2 with reducing agent – biochemical, NIH compound library profiling, artefact control for MLSCN library redox annotation, primary screen; 200,000 compounds, 0.03% hits; DTT-dependent redox cycling H2O2, phenol red/HRP absorbance; 100% = 100 µM peroxide control, 0% = buffer; activation, % at 10 µM;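 active means activation of at least 50% relative to the plate's high and low controls in the primary single-dose screen; inactive means activation below 50%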;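 further: compound incubated with DTT at 0.8 mM final as the reducing agent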
NF-kB neuron act = NF-kB expression increase, human neuronal cells | NF-kB reporter expression; stronger effect = higher value | fold change at 12.5 µM | 190,000 compounds, 1.6% hits; in the data active means fold change above about 3.3
APP 5'UTR act = APP 5'UTR luciferase reporter activation; SH-SY5Y APP 5'UTR luciferase reporter, luminescence; zero percent = DMSO vehicle wells; activation, % at 2 µM; 190,000 compounds, 1% hits; AID 1276;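 active means activation above a set limit, based on mean plus 3 SD of controls, cut at about 140% in these data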; further: values of inactives mirror those of a sister screen read the other way
FLuc inhib CS = counter-screen for luciferase assay inhibitors: firefly luciferase inhibition | P08659 | ATPLite firefly luciferase biochemical luminescence, 10 min | inhibition, % at 10 µM | 200,000 compounds, 1.5% hits;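 active means inhibition above about 50% when tested at 10 µM, limit read from the data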
STAT1 act = STAT1 signaling activation; 200,000 compounds, 2.6% hits; activation (% of control), % at 5.5 µM; NIH 3T3 STAT1-luciferase reporter, IFN-gamma, luminescence; 100% = IFN-gamma alone, no compound; AID 932;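 active means activation above the screen-wide mean activation plus 3 SD, cut at about 130% in these data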;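 further: raw ratio to IFN-gamma control signal so 100% means no change and 0% no light; values of inactives mirror those of a sister screen read the other way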
Hsp70 act = transcriptional activators of Hsp70; HeLa Hsp70 promoter luciferase reporter, luminescence; scaled: vehicle 0, proteasome-inhibitor control 100%; 200,000 compounds, 0.04% hits; activation, % at 10 µM; AID 1203;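 active means activation above the mean across all tested compounds plus 3 SD, cutoff set per campaign, cut at about 5.5% in these data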;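 further: 100% = MG132 at 30 µM as the positive control and 0% = DMSO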
The depositor's hits bear a star. No enrichment for hits; any-hit rate near 5.3%.

Second line of a record – G6PDH counter | Redox H2O2 prof | STAT1 act | APP 5UTR inh | Hsp70 act | HMGR II inh | FLuc act counter | NF-kB neuron act | FLuc inhib CS | APP 5'UTR act
1) Cc1nn(Cc2ccc(F)cc2)c(C)c1NC(=O)CCCn1nc([N+](=O)[O-])cc1C
→ 0.5 | -0.9 | 94.2 | 21.5 | 0.2 | -2.8 | 1.1 | 1.11 | -7.3 | -21.5
2) COc1ccc(C2=C(SC)CC2=NC(C)(C)C)cc1
→ 2.9 | -0.6 | 108.2 | -3.1 | -0.2 | 0.8 | 1 | 1.74 | -2.6 | 3.1
3) CCN=C1SC(CC(=O)Nc2ccc(C(F)(F)F)cc2)C(=O)N1CC (configuration not stated)
→ -1.0 | 2.9 | 100.0 | -4.4 | 0.0 | -5.4 | 1.1 | 0.68 | -6.5 | 4.4
4) Clc1ccc(-c2cnc3ccccc3n2)cc1
→ 5.6 | -0.4 | 113.3 | -135.2 | -0.2 | -4.8 | 0.9 | 3.32* | 11.3 | 135.2*
5) O=C(Nc1ccc(N2CCN(C(=O)c3ccc(Cl)cc3)CC2)cc1)c1ccc(Br)o1
→ -1.2 | 2.5 | 93.6 | -5.0 | 0.1 | -10.5 | 1.1 | 0.8 | -6.2 | 5.0
6) O=C(O)c1cccc(-c2nc3ccccc3[nH]2)c1
→ 3.3 | 0.2 | 50.1 | -14.6 | -0.6 | 0.4 | 0.5 | 1.73 | 48.4 | 14.6
7) COc1ccc(OCc2nnc(SCC(N)=O)n2-c2ccccc2OC)cc1
→ -8.4 | -1.9 | 101.3 | -8.3 | -0.1 | 1.2 | 1.1 | 1.11 | -6.6 | 8.3
8) CCOC(=O)c1c(C)n(C)c2ccc(OCC(O)CN(CC)CC)cc12 (configuration not stated)
→ -2.1 | -2.0 | 105.3 | 8.0 | -0.2 | -9.1 | 1 | 1.24 | 0.7 | -8.0
9) CN(C)c1nccc(NCc2ccccc2)c1C#N
→ 6.9 | -0.9 | 110.6 | 1.5 | -0.1 | 2.5 | 1 | 1.55 | -1.3 | -1.5
10) O=S(=O)(c1ccccc1)N1CCN=C1SCc1ccccc1Cl
→ 16.1 | 0.1 | 100.0 | -9.3 | -0.5 | -4.8 | 1 | 0.98 | 1.2 | 9.3
11) O=[N+]([O-])c1cc(S(=O)(=O)Nc2cccc(Cl)c2)ccc1N=Nc1c(O)[nH]c2ccccc12
→ 5.5 | -0.3 | 97.8 | -23.8 | -0.2 | 0.5 | 1 | 1.11 | -3.9 | 23.8
12) Cc1ccc(-c2nc(C3CCN(S(=O)(=O)c4ccc(C(C)(C)C)cc4)CC3)no2)cc1
→ 5.8 | 0.4 | 101.0 | -13.3 | -0.2 | 0.0 | 1.1 | 1.15 | -6.2 | 13.3
13) O=C(Nc1ccc(N2CCN(C(=O)c3ccco3)CC2)cc1)c1ccc2c(c1)OCO2
→ 1.8 | 0.1 | 91.6 | 8.5 | -0.1 | -1.8 | 1.1 | 1.12 | -7.0 | -8.5
14) O=C(c1cc(C(=O)NCCc2ccccc2)c(=O)n(CCc2ccccc2)c1)c1cc(Cl)ccc1O
→ 15.0 | -0.6 | 98.2 | -0.1 | -0.5 | 0.9 | 1.1 | 0.39 | -5.1 | 0.1
15) CN(C)C(CNS(=O)(=O)c1ccc(Br)cc1)c1cccnc1 (configuration not stated)
→ 2.9 | 2.0 | 109.5 | -0.3 | -0.4 | -2.4 | 1.1 | 1.01 | -9.4 | 0.3
16) COC(=O)Nc1nn(Cc2ccccc2F)cc1Br
→ -15.5 | 3.2 | 103.0 | -3.5 | -0.3 | 2.0 | 1.1 | 0.87 | -8.8 | 3.5
17) O=C(O)Cn1cc(/C=c2/sc3nc4ccccc4n3c2=O)c2ccccc21
→ 8.0 | 0.7 | 131.0* | -64.8 | -0.1 | -3.7 | 1 | 1.76 | 4.8 | 64.8
18) Cc1ccc(C)c(OCC(O)CN2CCCCC2C)c1 (configuration not stated)
→ -7.8 | 0.0 | 92.1 | -26.1 | 0.1 | -0.3 | 1 | 1.33 | -1.8 | 26.1
19) C=CCOc1ccc(/C=N/NC(=O)CN(c2cc(Cl)ccc2OC)S(=O)(=O)c2ccc(C)c([N+](=O)[O-])c2)cc1
→ -7.0 | 4.1 | 95.7 | 0.8 | -0.2 | -5.9 | 1 | 1.17 | -2.2 | -0.8
20) CCCN1Cc2cccc(C(=O)NC(C)c3cccs3)c2C1=O (configuration not stated)
→ -0.2 | -1.2 | 93.6 | -0.5 | -0.2 | 1.0 | 1.1 | 0.81 | -5.6 | 0.5
21) Cc1cc2ccccc2c(=O)n1CC(=O)NC1CCCCCC1
→ 5.3 | 1.0 | 94.5 | -22.3 | 0.2 | -2.3 | 1 | 1.08 | -2.3 | 22.3
22) Cc1ccc(-c2nnc(SCCC(=O)N3CCOCC3)o2)cc1
→ 2.7 | 0.6 | 101.5 | 2.9 | -0.3 | -0.1 | 0.6 | 1.66 | 43.1 | -2.9
23) CC(C)NC(=O)COC(=O)Cn1[nH]c(=O)c2ccccc2c1=O
→ -3.2 | 0.5 | 100.7 | -13.3 | 0.1 | -6.6 | 1.1 | 1.28 | -5.5 | 13.3
24) O=C(CCc1c[nH]c2ccccc12)NCc1ccco1
→ 9.6 | 0.1 | 98.6 | 2.3 | -0.3 | -10.0 | 1.1 | 1.14 | -7.4 | -2.3
25) COc1cc(C(C)=O)ccc1OCC(=O)NCC1(N2CCCCC2)CCCCC1
→ 2.2 | 0.4 | 97.3 | -1.1 | -0.1 | 0.9 | 1.1 | 2.36 | -6.9 | 1.1
26) CC(C)(c1ccccc1)c1ccc(OCCN)cc1
→ 18.1 | -0.4 | 111.0 | -0.2 | 0.0 | -5.1 | 1.1 | 1.16 | -11.4 | 0.2
27) O=C(c1ccc(Cl)c(S(=O)(=O)Nc2ccc(F)cc2)c1)N1CCN(c2ccccn2)CC1
→ 7.6 | -4.1 | 95.7 | 12.8 | -0.4 | -2.1 | 1.1 | 0.93 | -10.4 | -12.8
28) Cc1ccc(N/C(N)=N/c2nc(C)cc(N3CCCCC3)n2)c(C)c1
→ 6.6 | 0.1 | 64.9 | 12.1 | -0.3 | 2.4 | 1 | 1 | -4.8 | -12.1
29) CCCC(O)(CCN1CCOCC1)c1ccc(Br)cc1 (configuration not stated)
→ 1.5 | 2.9 | 103.9 | -0.7 | -0.2 | -0.1 | 1.1 | 1.05 | -5.0 | 0.7
30) C#CCOCCOCCOCCNc1nc(N2CCN(C(=O)[C@H]([C@@H](C)CC)n3cc(CCC(=O)O)nn3)CC2)nc(N2CCN(C(=O)[C@H](C)n3cc(CCCN=C(N)N)nn3)CC2)n1
→ 11.5 | 0.3 | 108.2 | -11.1 | -0.1 | -3.8 | 1 | 1.02 | -2.4 | 11.1
31) Cc1ccnc(NC(=O)CCC(=O)N(CC(=O)NCC2CCCO2)Cc2ccc(F)cc2)c1 (configuration not stated)
→ -3.2 | -0.7 | 98.0 | 3.0 | -0.1 | -2.6 | 1.1 | 1.14 | -9.6 | -3.0
32) COCCN(C(=O)CN1CCCc2ccccc21)c1c(N)n(Cc2ccccc2)c(=O)[nH]c1=O
→ 10.4 | 2.1 | 101.0 | 3.2 | 0.0 | -2.9 | 1.1 | 0.87 | -10.4 | -3.2
33) Cc1ccc2nc(N=C(N)N)nc(C)c2c1
→ 1.5 | -2.0 | 93.9 | -13.9 | -0.4 | 1.2 | 1.1 | 1.13 | -7.0 | 13.8
34) CCCC(=O)N1CCN(c2nc(CC(C)C)c3c(c2C#N)CCC3)CC1
→ 5.2 | -0.2 | 95.3 | 6.1 | -0.2 | 4.8 | 1 | 1 | -4.0 | -6.1
35) CN1CCc2c(sc3c2c(NCc2ccco2)nc2nnnn23)C1
→ -6.2 | 0.4 | 79.3 | 8.9 | -0.1 | -1.2 | 1 | 1.07 | -1.7 | -8.9
36) Cc1c(Cl)cccc1NC(=O)c1cccc(NC(=O)CCC(=O)O)c1
→ -3.1 | -0.1 | 100.6 | 11.8 | -0.1 | 0.9 | 1 | 1.49 | -2.4 | -11.8
37) CC(=O)c1cc(CN2CCC(N3CCC(C(=O)NC(C)C)CC3)CC2)cs1
→ 7.1 | -0.2 | 100.1 | -0.3 | -0.3 | -4.0 | 1.1 | 1.04 | -6.6 | 0.3
38) CCc1c(C)sc(NC(=O)c2cccs2)c1C(N)=O
→ 14.8 | 0.0 | 123.1 | -51.8 | -0.1 | 0.6 | 0.6 | 2.49 | 40.8 | 51.8
39) Cc1c(NC(=O)CSc2nnc(-c3ccncc3)o2)c(=O)n(-c2ccccc2)n1C
→ 5.0 | 0.1 | 98.5 | -14.6 | -0.3 | -2.1 | 1 | 1.1 | -3.2 | 14.6
40) O=C(Nc1cnccn1)Nc1cccc(Cl)c1Cl
→ 6.0 | -0.3 | 103.9 | -21.0 | -0.1 | -1.2 | 1 | 1.06 | -3.3 | 21.0
41) CCN(CC)CCn1c(=S)[nH]c2ncccc2c1=O
→ 0.4 | -0.1 | 102.7 | 1.8 | -0.1 | 2.1 | 1 | 1.28 | -3.0 | -1.8
42) O=C(O)c1ccc(CSc2nnc(-c3ccccc3Cl)n2-c2ccccc2)cc1
→ 6.4 | 0.3 | 100.4 | -1.2 | -0.3 | 5.8 | 1 | 1.09 | -4.9 | 1.2
43) CC(C)(C)CC(=O)O/N=C(\N)c1ccccn1
→ 14.4 | 0.0 | 126.4 | -88.8 | -0.2 | -8.1 | 0.5 | 3.07 | 51.1* | 88.8
44) Cc1ccc(C(=O)Nc2cc(Cl)ccc2Oc2ccccc2)cc1[N+](=O)[O-]
→ -8.1 | 0.3 | 104.2 | 1.9 | -0.1 | -0.1 | 1 | 0.97 | -1.9 | -1.9
45) NCCCCCc1nnc(SC/C=C/c2ccccc2)o1
→ -1.0 | 2.6 | 98.1 | 9.3 | -0.4 | -0.1 | 1 | 1.14 | -1.4 | -9.3
46) c1ccc(OCc2nc(-c3ccccc3)no2)cc1
→ -5.7 | 2.0 | 142.3* | -34.1 | -0.1 | -2.6 | 0.9 | 2.78 | 6.9 | 34.1
47) COc1ccc(Cl)cc1N(CC(=O)Nc1cccc(SC)c1)S(C)(=O)=O
→ 4.1 | 0.4 | 94.6 | 5.6 | -0.2 | 0.2 | 1 | 0.68 | -1.9 | -5.6
48) CC1=C(C(=O)Nc2ccccc2F)C(c2ccsc2)C2=C(CC(c3ccccc3)CC2=O)N1 (configuration not stated)
→ 12.9 | 2.2 | 93.9 | 12.7 | -0.2 | -9.3 | 1.1 | 0.89 | -8.6 | -12.7
49) O=C(COc1ccc(/C=N/NC(=O)c2cc3ccccc3o2)cc1Br)Nc1ccccc1
→ 2.0 | -4.1 | 120.4 | -27.3 | 0.0 | -5.7 | 1 | 1.51 | -1.5 | 27.3
50) O=C(O)C1CCCCC1C(=O)Nc1ccccc1C(=O)N1CCN(c2ccc(F)cc2)CC1 (configuration not stated)
→ -1.6 | -0.2 | 97.6 | 2.4 | -0.1 | 6.0 | 1 | 1.02 | -1.1 | -2.4
51) CCOC(=O)N1CCN(C(=O)c2ccc(OC)c(S(=O)(=O)N3CCOCC3)c2)CC1
→ -2.1 | -0.4 | 100.2 | -17.6 | -0.3 | -3.2 | 1 | 0.91 | -3.4 | 17.6
